Source: PubChem
p97 ATPase inh: blocks human p97 ATPase activity; AID 1481; inhibition, % at 8 µM; 220,000 tested, 0.42% active; recombinant p97 ATPase, Kinase-Glo ATP luminescence, 3 h; P55072; in the data active means inhibition above about 15%;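 further: 0% = DMSO vehicle and 100% = wells lacking enzyme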
RBBP9 inhibitor: inhibitors of human serine hydrolase RBBP9. O75884. recombinant RBBP9, FP-Rh probe fluorescence polarization. inhibition, % at 7.94 µM. 220,000 tested, 0.2% active. AID 1515;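 active means inhibition above the campaign mean of all tested compounds plus 3 SD, cut at about 14% in these data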;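 further: plate controls were DMSO wells with RBBP9 for no effect and wells lacking RBBP9 protein for full effect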
Target sequence (O75884 whole entry, looked up): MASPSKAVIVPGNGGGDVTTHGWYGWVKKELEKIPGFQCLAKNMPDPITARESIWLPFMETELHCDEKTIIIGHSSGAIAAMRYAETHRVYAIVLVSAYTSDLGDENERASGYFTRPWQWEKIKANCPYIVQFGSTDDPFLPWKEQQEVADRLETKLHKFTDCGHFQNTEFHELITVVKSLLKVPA
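Material: RBBP9 protein. Amount: RBBP9 at 2.5 µM in dispensed solution, before mixing. Schedule: 30 min then 45 min, 25 °C. Medium: Tris buffer pH 8.0, NaCl, Pluronic. Measured by: fluorescence polarization. Measure: percent inhibition from mP, scaled between DMSO and no-protein wells. Replication: one well per compound.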
Runt-CBFb FRET: Runt domain-CBFb interaction inhibition. Q01196+Q13951. Cerulean-Runt/Venus-CBFb FRET ratio 530/480, 1 h. inhibition, % at 20 µM. 220,000 tested, 0.46% active;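 active means inhibition over about 50% at 20 µM in the single-dose screen, limit read from the data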;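 further: 0% = DMSO wells and 100% = excess unlabeled CBFb competitor control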
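Buffer or medium: Tris pH 7.5 buffer with BSA. Assay system: Cerulean-labeled Runt domain protein. Amount: each fluorescent fusion protein 100 nM. Read-out basis: loss of energy transfer signal. Incubation: 1 h compound exposure, room temperature. Probe or stimulus: Venus-CBFb binding partner, 100 nM. Detection: FRET, excitation 422 nm, emission at 530 and 480 nm.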
NPY-Y1 PAM-ag: potentiators or agonists of human neuropeptide Y receptor Y1; NPY-Y1 expressing cells, potentiator/agonist activation; activation, % at 3.6 µM; 220,000 tested, 0.37% active; AID 1304; in the data active means activation above about 33%, passing the limit was not always enough;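 further: cells stimulated with NPY at EC10 then isoproterenol at EC100; 0% = low agonist plus stimulus and 100% = saturating agonist plus stimulus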
Target sequence (P25929 whole entry, looked up): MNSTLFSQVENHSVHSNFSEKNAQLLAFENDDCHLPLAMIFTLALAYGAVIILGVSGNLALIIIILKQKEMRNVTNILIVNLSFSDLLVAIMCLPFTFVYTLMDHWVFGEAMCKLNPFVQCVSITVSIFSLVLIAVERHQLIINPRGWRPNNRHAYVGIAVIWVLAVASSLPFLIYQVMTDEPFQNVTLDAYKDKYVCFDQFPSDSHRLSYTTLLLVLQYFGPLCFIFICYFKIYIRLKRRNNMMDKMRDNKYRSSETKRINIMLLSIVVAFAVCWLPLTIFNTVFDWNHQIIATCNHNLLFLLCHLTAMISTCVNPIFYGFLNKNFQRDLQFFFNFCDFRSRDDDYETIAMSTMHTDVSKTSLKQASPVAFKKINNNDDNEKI
NPY-Y2 PAM-ag: human NPY-Y2 potentiation or agonism, primary screen | P49146 | cells expressing NPY-Y2, potentiator/agonist read-out | activation, % at 3.6 µM | 220,000 tested, 0.45% active | AID 1359; in the data active means activation above about 27%;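 further: cells stimulated with NPY near EC25 plus isoproterenol at EC100; 0% = vehicle plus submaximal agonist and 100% = vehicle plus saturating agonist; some results beyond the cut were filed as inactive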
Runt-SMMHC FRET: Runt domain-CBFb-SMMHC interaction inhibition; Cerulean-Runt/Venus-CBFb-SMMHC FRET ratio 530/480, 1 h; inhibition, % at 20 µM; 220,000 tested, 0.74% active; AID 1434;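 active means mean inhibition across duplicate retests at 20 µM reaching about 50%, limit read from the data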;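 further: 0% = DMSO wells and 100% = wells with excess untagged CBFb-SMMHC; inhibitors lower the FRET ratio by blocking Runt binding to CBFb-SMMHC; some results filed as inactive read as strong as hits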
NPY-Y1 antag: antagonists of human neuropeptide Y receptor Y1; HEK293-CNG Y1 cells, membrane potential fluorescence; NPY at EC95, then isoproterenol; AID 1040; 200,000 tested, 1% active; inhibition, % at 3.6 µM;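 active means inhibition above the campaign mean inhibition of all tested compounds plus 3 SD, cut at about 20% in these data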;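 further: 0% = DMSO wells given NPY plus isoproterenol and 100% = isoproterenol alone without NPY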
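Material: HEK293 cells co-expressing NPY Y1 receptor and cyclic-nucleotide gated channel. Timing: compound incubation 1 h at room temperature, readout 45 min post-stimulation. Signal: fluorescence, membrane potential probe.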
MDM2 E3 inh: Mdm2 E3 ligase (human) inhibition. Q00987. cell-based MDM2 ubiquitination luciferase reporter, 2 h; 0 = plate control, 100 = twice control, blank-subtracted. signal enhancement, % at 5 µM. 210,000 tested, 0.11% active;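 active means signal enhancement of 30% or more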;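 further: luminescence tracks abundance of the self-degrading MDM2-luciferase fusion protein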
Target sequence (Q00987 whole entry, looked up, the tested form may be a part): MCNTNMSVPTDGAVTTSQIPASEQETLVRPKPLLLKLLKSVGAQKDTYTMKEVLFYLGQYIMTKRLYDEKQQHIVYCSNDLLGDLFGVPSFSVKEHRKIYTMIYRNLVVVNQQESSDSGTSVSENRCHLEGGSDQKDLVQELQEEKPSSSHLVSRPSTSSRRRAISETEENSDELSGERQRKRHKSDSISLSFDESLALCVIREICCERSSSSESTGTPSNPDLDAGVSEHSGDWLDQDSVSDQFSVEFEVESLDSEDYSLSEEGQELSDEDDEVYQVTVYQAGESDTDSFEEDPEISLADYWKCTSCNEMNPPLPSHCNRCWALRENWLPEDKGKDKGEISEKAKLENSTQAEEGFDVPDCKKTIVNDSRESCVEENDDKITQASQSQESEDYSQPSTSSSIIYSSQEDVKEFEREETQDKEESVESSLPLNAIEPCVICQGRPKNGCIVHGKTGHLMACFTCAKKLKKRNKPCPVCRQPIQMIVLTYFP
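Material: Stable MDM2–luciferase fusion reporter cells | Amount: 2000 cells seeded into each well | Dosing: One concentration, 5 µM, with 0.2% DMSO | Incubation: 4 h cell settling then 2 h compound exposure, 37 °C | Measured by: Luciferase luminescence | Read-out basis: % enhancement relative to plate controls after blank subtraction | Benchmarks: Control and blank well means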
Hck-Nef inh: human Hck-Nef kinase inhibition; P08631; Recombinant Hck-YEEI plus Nef, Z-Lyte FRET kinase assay; inhibition, % at 20 µM; 220,000 tested, 0.68% active; AID 463187;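 active means Hck-Nef kinase inhibition above about 50%, limit read from the data; inactive means inhibition below that limit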;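 further: 0% = DMSO with Hck plus Nef and 100% = Hck alone without Nef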
* = called active by the depositor; . = no result given.

SMILES	p97 ATPase inh	RBBP9 inhibitor	Runt-CBFb FRET	NPY-Y1 PAM-ag	NPY-Y2 PAM-ag	Runt-SMMHC FRET	NPY-Y1 antag	MDM2 E3 inh	Hck-Nef inh
CNC(=O)c1csc(Cc2c(Cl)sc3ccc(Cl)cc23)n1	-3	-3	-2	-2	-43	-4	.	-4	16
Cc1cccc2c(C(=O)n3cccn3)cc(-c3ccccc3Cl)nc12	-3	-12	1	-14	-6	1	7	-19	1
Cc1ccc(CC2CC(=O)N(c3nc(C)cc(C)n3)C2=O)cc1 (centres undefined)	6	-1	0	23	12	3	1	-8	22
CC(C)Oc1cccc(C(=O)NC(=S)Nc2ccc(Cl)c(C(=O)O)c2)c1	2	-2	0	4	-6	2	11	2	2
CC1=C(C(=O)OCC2CCCO2)C(c2ccccc2)C2=C(CCCC2=O)N1 (centres undefined)	1	-11	7	-2	9	25	1	-9	27
CCNC(=S)Nc1cccc(NC(=O)c2ccccc2O)c1	9	-2	-2	-1	-1	1	.	-18	11
Cc1ccccc1NC(=O)CCN1CCCCCC1	1	-3	.	1	8	.	1	.	0
Cc1cccc(COc2ncnc3nc[nH]c23)c1	-3	-7	-1	-17	10	3	0	3	2
COc1ccc(C(=O)Nc2cccc(-c3nc4ncccc4o3)c2C)cc1OC	6	0	0	-10	16	1	-2	2	-1
O=C(Nc1cccc2ccccc12)N1CCc2ccccc2C1	0	-6	1	-1	-9	5	0	.	10
Cc1ccc(NC(=O)CCN2CCc3ccccc3C2)cc1	0	7	-1	-25	4	1	9	-7	-1
Cc1ccc(S(=O)(=O)NCCCCCC(=O)Nc2ccccc2C)cc1	1	2	-2	10	19	-1	1	14	3
O=C(CC12CC3CC(CC(C3)C1)C2)NCC(c1ccc(F)cc1)N1CCOCC1 (centres undefined)	-2	-5	-2	21	-5	-4	-1	5	26
CCN(CC)S(=O)(=O)c1cccc(NC(=O)CSc2nnc(N)s2)c1	6	-5	0	11	-3	-2	3	2	8
O=C(c1ccco1)n1nc(-c2cccnc2)nc1NCc1ccco1	4	3	-2	5	4	-1	-1	2	21
C#CCOCCOCCOCCNc1nc(N2CCN(C(=O)Cn3cc(CCCN=C(N)N)nn3)CC2)nc(N2CCN(C(=O)[C@H]([C@@H](C)CC)n3cc(CCC(=O)O)nn3)CC2)n1	3	-3	1	-44	-7	3	-1	.	2
CCc1c(C)c(C#N)c2[nH]c3ccccc3n2c1=S	14	-8	15	-3	-2	84*	.	-6	-152
Fc1ccc(Cn2c(SCc3ccc(F)c(F)c3)nnc2C(F)(F)F)cc1	-9	-4	-3	-16	-13	-6	13	-4	0
COCCNC(C(=O)Nc1cc(Cl)cc(Cl)c1)c1ccccc1 (centres undefined)	-3	1	0	-15	2	-4	1	-27	3
CCOC(=O)CSC1=NC(=O)/C(=C\c2ccc(Cl)cc2)S1	4	-6	-7	6	-1	-25	8	-14	4
CCOc1ccc(Cn2ccnc2CCl)cc1[N+](=O)[O-]	0	-7	3	10	5	0	2	4	0
COc1cc2ccc(=O)oc2c(CC=C(C)C)c1OC	.	.	0	.	.	2	.	-31	32
CCn1cc([N+](=O)[O-])nc1C	1	-2	1	17	3	-2	4	-6	-1
CC1CCN(c2ccc(C(=O)NCc3ccco3)cc2[N+](=O)[O-])CC1	-5	-14	-4	-8	-7	1	12	1	0
CC1(C)CC(=O)c2cnc(NC3CC3)nc2C1	7	-2	-1	1	-9	1	0	-1	19
O=C(/C=C/c1ccccc1)/C=C/c1ccccc1	6	-7	-1	3	-6	1	-2	5	5
CN(C)c1nc(OCCOC(=O)COc2ccc(Cl)cc2Cl)nc(N(C)C)n1	-6	-11	-2	-7	-12	-4	2	0	-14
Cc1cc(CN(C)Cc2ccc(OCC(O)CN(C)Cc3ccccc3)cc2)on1 (centres undefined)	1	11	-1	8	-8	0	-2	-5	11
c1ccc(-c2oc3ncnc(N4CCOCC4)c3c2-c2ccccc2)cc1	2	-8	-4	-30	11	-2	4	-11	-1
CC(C)CCNC(=O)C(c1ccco1)N(CC1CCCO1)C(=O)Cn1nnc2ccccc21 (centres undefined)	-2	-9	-6	20	-9	1	5	-8	0
O=C(NCC(c1ccco1)N1CCN(c2ccccc2)CC1)OCc1ccccc1 (centres undefined)	-4	1	1	-28	-18	0	16	-20	1
N#Cc1sc2nc(N3CCCCC3)c3c(c2c1N)CCCC3	1	-3	-9	-22	-14	2	-2	-3	5
Cc1ccc(C)c(C(=O)COC(=O)c2cc(Cl)nc3ccccc23)c1	2	-5	-2	-10	-4	4	1	10	5
C=CCn1c(=O)c2ccccc2n2c(SCc3csc(-c4ccccc4)n3)nnc12	4	-4	-3	-2	-3	-4	3	10	-2
O=C1NC2(Nc3ccccc31)C(=O)Nc1ccccc12 (centres undefined)	1	-4	6	-26	-1	7	3	3	4
CS(=O)(=O)N(Cc1ccccc1)c1ccc(C(=O)Nc2cccnc2)cc1	-3	-4	-1	-5	-18	0	0	-9	8
Cc1ccc(S(=O)(=O)N2CCN(C(=S)NCCc3ccccc3)CC2)cc1	0	-5	0	5	-13	3	-6	-1	23
COCCN1Cc2cccc(C(=O)Nc3cc(OC)ccc3OC)c2C1=O	6	3	2	-12	-2	1	34*	-2	-15
Cc1cccc(N2CCN(C(=O)Cc3ccc(Br)cc3)CC2)c1C	-3	-4	-1	-9	-10	0	1	-1	8
CCOC(=O)C1=C2NC(=O)c3ccccc3N2C(=O)C1	3	-1	2	1	6	8	7	-14	17
COc1cc(C2NC(=O)C(C#N)=C(S)N2c2ccccc2)ccc1OC(C)C (centres undefined)	2	-7	3	6	-5	7	0	.	-6
CC1CCCC(NC(=O)COC(=O)c2ccccc2Sc2ccccc2C#N)C1C (centres undefined)	3	1	0	-5	15	-3	3	-11	6
Cc1ccc(CN2CCN(Cc3cn[nH]c3C3CCCCC3)CC2CCO)cc1 (centres undefined)	2	-7	-4	2	-9	-4	-2	-11	12
COc1cc(N2CCCC2)c(OC)cc1/C=C(/C#N)c1ccc(Br)cc1	-2	-7	-27	3	-9	-72	6	-18	0
Cc1cc(N2CCN(c3ccccc3)CC2)nc(N)n1	3	8	-1	-25	9	8	2	-2	4
CCN1CCN(C(=O)c2nn(-c3ccc(OC)cc3)c(=O)c3c2c2ccccc2n3C)CC1	1	-7	-2	-19	6	-1	1	-9	4
Cc1ccccc1Nc1nc(N)nc(CSc2ccc(F)cc2)n1	-5	-5	-2	1	-17	1	1	-15	0
Cc1[nH]n(-c2ccc(Cl)cc2)c(=O)c1C=NC12CN3CN(CN(C3)C1)C2	-4	-2	3	-17	-3	2	9	-6	3
CC(C)(C)N(CC#CCC(O)(c1ccccc1)C1CCCC1)CCO (centres undefined)	0	0	1	-1	-9	-3	15	-7	15
Cc1ccccc1OCC(O)CN1CCCCC1 (centres undefined)	-1	9	.	89*	64*	.	-12	14	15

More structures follow.
SMILES	p97 ATPase inh	RBBP9 inhibitor	Runt-CBFb FRET	NPY-Y1 PAM-ag	NPY-Y2 PAM-ag	Runt-SMMHC FRET	NPY-Y1 antag	MDM2 E3 inh	Hck-Nef inh
Cc1nc(SCC(=O)NC(=O)NC(C)C)nc(C)c1C	-1	0	0	4	3	2	3	-9	-14
CC(C)(C)c1ccc(S(=O)(=O)N2CCCC2C(=O)NC2=NCCS2)cc1 (centres undefined)	-2	-1	-2	14	-3	1	0	-1	1
O=C(Nc1ccccc1)N1C(=O)C2(OCCO2)c2ccccc21	1	-6	0	-2	-6	2	-1	-6	0
Cn1c(SCC(=O)c2ccccc2)nc2cccnc21	2	-6	-1	-12	-17	-4	7	8	0
O=c1[nH]c(NCCCO)nc2c1C1(CCCC1)Cc1ccccc1-2	0	-7	0	5	15	0	8	-4	2
NS(=O)(=O)c1cccc(NC(=O)C2CC(=O)N(Cc3ccco3)C2)c1 (centres undefined)	6	-8	1	6	9	0	.	-6	12
Cc1ccccc1C(=O)Nc1cc(-c2cc(C(C)(C)C)oc2C)nn1C	10	0	-1	11	12	-7	.	-7	-2
CNC(=O)Nc1nnc(C(C)(C)C)s1	3	-5	2	-7	7	0	-1	-1	3
Cc1ccc([N+](=O)[O-])c(OCCN2CCNCC2)c1	-3	-5	2	-13	5	1	4	-15	0
COc1ccc2cc(-c3[nH]ncc3CN3C[C@@H]4CCC[C@H]3C4)ccc2c1	-4	-10	-2	-6	-29	-1	13	-17	20

Ordered by count of non-hydrogen atoms (highest first): part of the list above
SMILES	p97 ATPase inh	RBBP9 inhibitor	Runt-CBFb FRET	NPY-Y1 PAM-ag	NPY-Y2 PAM-ag	Runt-SMMHC FRET	NPY-Y1 antag	MDM2 E3 inh	Hck-Nef inh
Cc1[nH]n(-c2ccc(Cl)cc2)c(=O)c1C=NC12CN3CN(CN(C3)C1)C2	-4	-2	3	-17	-3	2	9	-6	3
O=C(Nc1cccc2ccccc12)N1CCc2ccccc2C1	0	-6	1	-1	-9	5	0	.	10
Cc1ccc([N+](=O)[O-])c(OCCN2CCNCC2)c1	-3	-5	2	-13	5	1	4	-15	0
O=C(/C=C/c1ccccc1)/C=C/c1ccccc1	6	-7	-1	3	-6	1	-2	5	5

Further compounds.
SMILES	p97 ATPase inh	RBBP9 inhibitor	Runt-CBFb FRET	NPY-Y1 PAM-ag	NPY-Y2 PAM-ag	Runt-SMMHC FRET	NPY-Y1 antag	MDM2 E3 inh	Hck-Nef inh
COCCN(C(=S)Nc1ccc(OC)cc1)C1CCN(C(C)=O)CC1	2	-5	1	16	-6	5	7	-5	2
CCOC(=O)C1=C(C)N(C)C(=O)NC1c1cc2c(cc1[N+](=O)[O-])OCO2 (centres undefined)	2	5	-27	6	7	-117	0	-19	23
COc1ccc(N2C(=O)CC(Nc3cccc(C(C)=O)c3)C2=O)cc1OC (centres undefined)	-5	-10	2	-17	-3	-8	-1	-15	6
O=C(Nc1nnc(-c2cccnc2)o1)c1cccc([N+](=O)[O-])c1	2	7	0	-4	-10	3	8	-5	6
CC(c1nnc(SCn2nnc3ccccc3c2=O)n1-c1ccc(Cl)cc1)N(C)C (centres undefined)	-4	-6	-1	-1	-6	-3	2	-15	-3
COC(=O)c1c(C)nc(C)c2c(=O)oc3ccccc3c12	-1	-6	-2	-18	-22	1	-8	-10	-3
Cc1ccc(C(=O)NNC(=O)c2cc3cc4ccccc4nc3s2)cc1	3	-15	-10	-2	3	-16	-2	-11	2
